SUMO HTRF inh = blocks human SUMOylation mediated by UBC9; HTRF SUMOylation assay, SAE1/SAE2 + UBC9, in vitro; inhibition, % at 35 µM; 0.36% of 290,000 active; in the data active = inhibition above about 50%, passing the limit was not always enough; also: strong numbers were not always called active
Target sequence (P63279 whole entry, looked up): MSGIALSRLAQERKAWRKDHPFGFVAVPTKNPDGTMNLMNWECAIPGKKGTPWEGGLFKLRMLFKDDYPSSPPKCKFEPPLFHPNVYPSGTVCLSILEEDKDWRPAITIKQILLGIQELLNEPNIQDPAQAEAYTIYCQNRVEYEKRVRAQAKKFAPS
DNA FID counter = counter-screen for HCV NS3 helicase inhibitors: DNA intercalator displacement; 0.17% of 290,000 active; DNA fluorescent intercalator displacement, fluorescence; AID 1845; inhibition, % at 7.9 µM; in the data active = inhibition above about 37%;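 also: 0% = vehicle and 100% = reference compound; higher means more ethidium bromide displaced from hairpin DNA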
MEKK2wt PB1 HTS = raises or lowers MEK5 binding to wildtype human MEKK2 PB1 domain. Q9Y2U5. bead flow cytometry, Alexa488-MEK5 binding to MEKK2 WT; actives lie on both sides. binding response (% of control), % at 10 µM. 1.1% of 290,000 active. AID 1531; in the data active = binding response below about 67% or above about 130%
CRFBP-R2 agonist = CRF-BP/CRF-R2 complex agonism; 0.46% of 350,000 active; activation, % at 13.2 µM; AID 588473; HEK293 CRF-R2/CRF-BP, calcium dye fluorescence (FLIPR); percent of saturating CRF peptide response;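 active = activation of at least 50%, plus an integration ratio under a set limit after plate pattern correction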;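 also: plate controls were neutral control wells without compound for no effect and CRF at EC100 for full effect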
MEKK3 PB1 HTS = modulators (inhibitors or enhancers) of MEK5 binding to human MEKK3 PB1 domain | Q99759 | 1.4% of 290,000 active | AID 1529 | binding response (% of control), % at 10 µM | bead-based flow cytometry, Alexa488-MEK5 binding to MEKK3; actives lie on both sides; 0 = blocked by unlabeled MEK5, 100 = vehicle;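 active = binding response more than 3 SD above or below the average of its plate-row segment, actives on both sides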;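 also: Alexa488 bead fluorescence after subtracting the streptavidin-only scavenger bead signal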
GalR3 antag = human GalR3 antagonism | HEK293 GalR3-CNG cAMP membrane potential fluorescence; galR3 body fused to GalR1 C-terminus | O60755 | inhibition, % at 3 µM | 0.44% of 360,000 active;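 active = inhibition above the screen-wide average plus 3 SD, cut at about 13% in these data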;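 also: forskolin and galanin both at EC90 stimulate the cells; cAMP rise reported by CNG channel membrane potential dye signal; 0% = forskolin plus galanin with DMSO and 100% = forskolin alone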
Target sequence (O60755 1-299 limits assumed): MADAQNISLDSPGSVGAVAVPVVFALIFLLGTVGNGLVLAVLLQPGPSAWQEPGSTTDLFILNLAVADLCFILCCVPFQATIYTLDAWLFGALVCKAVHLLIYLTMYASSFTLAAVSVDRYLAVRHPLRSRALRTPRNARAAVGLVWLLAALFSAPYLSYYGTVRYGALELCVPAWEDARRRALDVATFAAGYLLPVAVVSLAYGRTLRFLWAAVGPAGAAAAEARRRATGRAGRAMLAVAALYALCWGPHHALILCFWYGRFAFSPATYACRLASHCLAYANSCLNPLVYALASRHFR
MEKK2 mut-MEK5 = signal of MEK5 binding to mutant human MEKK2 PB1 domain | bead flow cytometry, Alexa488-MEK5 binding to MEKK2 mutant | percent response, % at 10 µM | 0.35% of 290,000 active | AID 1530; in the data active = percent response above about 24%, passing the limit was not always enough; also: inactives centre near 1; some results filed as inactive read as strong as hits
CRFBP-R2 block = CRF-BP/CRF-R2 complex antagonism; HEK293 CRF-R2/CRF-BP, CRF-induced calcium fluorescence; inhibition, % at 11.8 µM; 0.59% of 350,000 active;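 active = inhibition of the ligand-induced calcium signal above about 50% at the single tested concentration, limit read from the data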
NS3 helicase inh = HCV NS3 helicase inhibition; NS3 helicase DNA unwinding, Cy5 molecular beacon fluorescence; inhibition, % at 10.9 µM; 0.56% of 290,000 active; AID 1800;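 active = inhibition above the mean of all tested compounds plus 3 SD, set per campaign, cut at about 35% in these data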;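 also: 0% = DMSO wells and 100% = thioflavine S control wells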
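System: HCV NS3 helicase fragment; control set: DMSO and thioflavine S; technique: Cy5 fluorescence at 0 and 60 min, beacon hairpin quenching; reagent: beacon DNA duplex substrate plus ATP; replicates: singlicate; schedule: 1 h reaction at 25 °C, ATP-initiated; medium: MOPS buffer pH 6.5 with MgCl2, DTT, Tween20, BSA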
An asterisk follows results filed as active; x = not tested or not shown. Some of the compounds tested (hit frequency here may not be typical).

Each structure is followed by: DNA FID counter	CRFBP-R2 block	MEKK2wt PB1 HTS	MEKK3 PB1 HTS	NS3 helicase inh	MEKK2 mut-MEK5	SUMO HTRF inh	CRFBP-R2 agonist	GalR3 antag
> Cc1cc([N+](=O)[O-])nn1CCCC(=O)Nc1ccc2c(c1)OCO2
  3	-11	103	99	-2	2	15	-1.2	0
> O=C(NCC(c1cccnc1)N1CCOCC1)c1cccc(Cl)c1 (centres undefined)
  1	-16	103	103	-8	5	-20	0.2	-4
> CC1CN(c2ccc(NC(=S)Nc3ccc(N4CC(C)OC(C)C4)cc3)cc2)CC(C)O1 (centres undefined)
  -18	0	101	103	24	-1	-6	-0.3	-1
> CCOC(=O)C(C)NC(=O)CCc1nnc2ccc(N3CCCCC3)nn12 (centres undefined)
  -20	1	105	102	-4	7	8	-1.4	-8
> CCOc1ccc(N2CC(C(=O)Nc3ccccc3C(=O)N3CCOCC3)CC2=O)cc1 (centres undefined)
  -17	1	98	101	1	-1	-8	-1.8	-7
> COCCN(C(=O)Cc1cccs1)C(C(=O)NCc1ccc(OC)cc1)c1ccc(C(C)C)cc1 (centres undefined)
  -31	1	98	98	-1	-4	10	-1.5	-1
> COc1ccc(Nc2nc(N)c([N+](=O)[O-])c(N3CCOCC3)n2)cc1
  -13	-15	97	98	-23	0	4	-1.1	-1
> c1ccc(SSc2ccccc2)cc1
  1	5	91	85	0	-5	-33	-1.2	x
> COc1ccc(-c2nnn(CC(=O)N3CCN(c4ccccc4OC)CC3)n2)cc1OC
  -41	-1	99	109	-8	4	-2	-3.0	-3
> Cc1ccc(O)c(C2=Nc3ccccc3N=C(c3cccc([N+](=O)[O-])c3)C2)c1
  -2	-46	80	97	1	-13	18	-1.1	4
> CC(NC(=O)CCNC(=O)c1ccccc1Cl)C1CC2CCC1C2 (centres undefined)
  -11	22	102	99	-5	0	8	2.9	3
> COc1ccc(C(=O)NNC(=O)C(=O)Nc2cccc3ccccc23)cc1
  -9	-7	93	98	-2	-5	0	2.1	-1
> COc1cccc(-c2ccc(NC(=O)C3CCCN(Cc4ccco4)C3)cc2)c1 (centres undefined)
  9	-5	121	104	-75	11	-13	-0.1	-3
> CCOC(=O)c1[nH]c(C)c(C(=O)NCc2cccnc2)c1C
  -2	11	103	102	16	4	-6	-0.5	1
> COC(=O)C1=C(C)NC(C)=C(C(=O)OC)C1c1ccc2ccccc2n1
  -14	20	114	104	5	1	9	-3.2	-2
> CN(C)C(=O)/C(=C\c1cccc(Oc2ccccc2)c1)NC(=O)c1ccccc1
  -40	-42	102	115	-3	0	11	-1.5	4
> CN1CCN(CC(=O)NC2CCCCC2)CC1
  1	-1	107	100	13	-2	-4	0.2	-4
> O=C(NC(=S)Nc1ccc(N2CCCCC2)cc1)c1ccco1
  -14	-10	93	101	6	-1	-31	-1.8	-7
> COc1ccccc1CCN1CCCC(CN(C)C(=O)CCC(=O)N(C)C)C1 (centres undefined)
  -3	-11	109	105	-5	8	1	0.4	-2
> Cc1ccc(N(C(=O)c2snc(C(N)=O)c2N)C(C(=O)NCc2ccccc2)c2ccncc2)c(C)c1 (centres undefined)
  -37	-3	96	100	-11	0	-5	-1.5	-7
> O=C(Cn1c(=O)n(CCCCC(=O)NC2CCCC2)c(=O)c2ccccc21)NCCC1=CCCCC1
  -1	11	97	98	-6	2	-3	-0.3	-4
> COc1ccc(Cn2c(=O)oc3ccc(C)cc32)cc1OC
  -14	2	99	100	-6	-1	6	1.6	-8
> Cn1c(=O)[nH]c(=O)c2c1nc(NCCCn1ccnc1)n2Cc1cccc(Br)c1
  1	-4	99	99	-1	3	8	0.1	-3
> CCOC(=O)N1CCN(C(=O)C(CC)c2ccccc2)CC1 (centres undefined)
  -8	-2	103	101	-2	0	13	0.7	-11
> CCN(C(=O)c1cnc2scc(C)n2c1=O)c1ccccc1C
  -11	25	102	96	0	2	-13	1.1	x
> CSc1nsc(SC)c1NC(=O)OCc1ccccc1
  -4	49	98	97	-22	-1	2	-2.6	-6
> COC(=O)c1cccc(C(=O)N2CCCC(CNC(=O)c3ccccc3Cl)C2)c1 (centres undefined)
  -10	1	101	100	5	-2	19	2.2	1
> CNC(=O)CN(Cc1ccccc1)S(=O)(=O)c1ccc(Cl)cc1
  -9	20	102	103	-12	1	-21	-1.4	1
> CC(C(=O)O/N=C(\N)c1cccnc1)c1ccc([N+](=O)[O-])cc1 (centres undefined)
  4	37	100	105	-2	0	4	1.1	-3
> CS(=O)(=O)N(CC(=O)Nc1ccccc1C(=O)N1CCOCC1)c1ccccc1
  -2	0	102	99	3	-3	8	0.7	-1

Each structure is followed by: DNA FID counter	CRFBP-R2 block	MEKK2wt PB1 HTS	MEKK3 PB1 HTS	NS3 helicase inh	MEKK2 mut-MEK5	SUMO HTRF inh	CRFBP-R2 agonist	GalR3 antag
> COC(=O)[C@H](C)NC(=O)Nc1cccc(Br)c1
  -2	-4	105	99	1	2	11	-1.0	0
> COc1ccc(CN(C(=O)c2snc(C(N)=O)c2N)C(C(=O)NC2CCCC2)c2ccc(OC)cc2)cc1 (centres undefined)
  -44	4	97	101	-11	2	-3	-0.8	9
> Cn1cnnc1SCC(=O)Nc1ccccc1Sc1ccccc1
  x	4	100	94	x	1	15	0.3	-4
> COc1cccc(C(=O)Nc2cc(C)ccc2NC(=O)COc2ccccc2)c1
  -6	31	x	x	-5	x	16	-2.2	-7
> CCc1ccccc1OCC(=O)N(CC)CC(=O)NCc1ccc(F)cc1
  -13	-2	111	105	-2	34	12	-3.2	7
> CC(Sc1ccccc1)C(=O)Nc1cccc(N(C)S(C)(=O)=O)c1 (centres undefined)
  -7	12	101	96	0	3	9	0.2	-2
> O=C(c1cccs1)N1CCC(Cc2ccccc2)CC1
  -21	4	100	97	2	10	9	-1.2	-6
> CCOc1ccc(C(=O)/C=C/Nc2ccc(S(=O)(=O)Nc3cc(C)nc(C)n3)cc2)cc1
  -19	16	105	98	7	2	18	0.9	-5
> COc1ccc(C(=O)NC(=S)NCc2cccnc2)cc1OC
  -5	35	94	96	6	-3	-3	-4.4	2
> Cc1cc(OCC(=O)O)c2ccccc2n1
  1	31	107	106	-2	3	17	-0.7	4
> Cn1c(=O)n(Cc2ccco2)c(=N)c2c3c(sc21)CCCC3
  -4	-7	105	103	9	1	8	0.5	-6
> Cc1ccsc1C1Nc2ccc3ncccc3c2C2=C1C(=O)CC(C)(C)C2 (centres undefined)
  -17	33	101	99	-7	4	22	-2.8	-13
> O=C1c2ccccc2C(O)N1Cc1ccco1 (centres undefined)
  -12	-91	108	108	10	11	1	6.3	x
> CC(=O)c1ccccc1OC(=O)c1ccco1
  -10	8	102	104	2	6	3	-0.1	-5
> CC1CCCN(C(=O)CSc2nnc3n(C4CCCC4)c(=O)c4ccccc4n23)C1 (centres undefined)
  -8	3	85	83	6	-14	12	-1.3	-9
> CCCn1c(SCC(=O)c2ccc3c(c2)NC(=O)CO3)nc2ccccc21
  -3	8	104	101	9	-2	-7	-0.7	-4
> Cc1ccc(C(=O)N2CCN(c3ccccc3Cl)CC2)cc1[N+](=O)[O-]
  3	4	94	96	7	-5	-8	-0.6	-3
> CC(C)COCC1CC2(CC(C)C(=O)CC2=O)C(=O)O1 (centres undefined)
  -17	6	125	123*	12	17	-9	-1.0	2
> Cc1nc(C)c(C(=O)N2CCCC(C(=O)c3ccc4ccccc4c3)C2)s1 (centres undefined)
  -56	2	112	106	-4	10	-1	-0.4	1
> CN1CCN(C(CNS(=O)(=O)c2ccc(F)cc2)c2cccnc2)CC1 (centres undefined)
  1	9	105	102	-7	2	3	0.1	-4
> Cc1cccc(C)c1-n1c(SCC(=O)N2CC(=O)Nc3ccccc32)nc2ccccc2c1=O
  -27	-55	103	99	-11	-4	-1	3.8	-5
> COc1ccc(-c2nc3ccccc3c(C(=O)Nc3ccc(S(=O)(=O)Nc4cc(C)on4)cc3)c2C)cc1
  -45	-6	97	100	-6	5	14	4.0	x
> CC1CCN(C(=O)C2CCN(S(=O)(=O)c3cccs3)CC2)CC1
  -24	106*	103	101	-4	0	-2	0.2	6
> Cc1ccc2c(c1)nnn2C1CCN(C(=O)C2CCCCC2)CC1
  -26	7	95	94	-4	-3	4	-2.2	-2
> Cc1ccccc1C(=O)NC1CCN(CC(=O)Nc2c(C)cccc2C)CC1
  -9	-9	112	98	1	5	-12	0.2	-2
> CCOc1ccc(NC(=S)NC(=O)/C=C/c2ccc(OC)c(OC)c2)c([N+](=O)[O-])c1
  -4	30	94	98	-6	-1	-1	-0.6	-2
> Nc1nnc(SCc2nnc(-c3ccccc3)o2)s1
  -2	7	94	99	10	-7	-1	-0.5	-5
> CC(C)Cn1c(N)c(C(=O)COC(=O)C2CC(=O)N(Cc3ccccc3Cl)C2)c(=O)n(C)c1=O (centres undefined)
  1	1	97	106	14	-6	-8	-0.9	-3
> C[C@H](NC(=O)OCc1ccccc1)C(=O)NNC(=O)[C@H](C)NC(=O)OCc1ccccc1
  x	-3	95	94	x	5	14	-0.7	-4

3 entries picked at random from the list so far:
Each structure is followed by: DNA FID counter	CRFBP-R2 block	MEKK2wt PB1 HTS	MEKK3 PB1 HTS	NS3 helicase inh	MEKK2 mut-MEK5	SUMO HTRF inh	CRFBP-R2 agonist	GalR3 antag
> CCOc1ccc(C(=O)/C=C/Nc2ccc(S(=O)(=O)Nc3cc(C)nc(C)n3)cc2)cc1
  -19	16	105	98	7	2	18	0.9	-5
> CCOc1ccc(NC(=S)NC(=O)/C=C/c2ccc(OC)c(OC)c2)c([N+](=O)[O-])c1
  -4	30	94	98	-6	-1	-1	-0.6	-2
> CN1CCN(C(CNS(=O)(=O)c2ccc(F)cc2)c2cccnc2)CC1 (centres undefined)
  1	9	105	102	-7	2	3	0.1	-4

Assay outcomes: PubChem, several laboratories
